Screening data deposited in PubChem by National Center for Advancing Translational Sciences (NCATS).
POLI inh = qHTS for Inhibitors of Polymerase Iota | DNA polymerase iota (Homo sapiens), Q9UNA4 | Pol iota fluorescent replication assay, 10 min | Potency, µM (highest dose often 115 µM), for inactives: top-dose activity, negative = inhibition, hits mostly inhibitors | 390,000 tested, 1% active | AID 588590, 2011
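Fluorescent replication assay read twice, at 0 min and 10 min after adding 50 nM (final) substrate. Enzyme (10 nM) and compounds were first incubated 15 min at room temperature; enzyme-free buffer wells were negative controls.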
Pol beta inh = qHTS Assay for Inhibitors of DNA Polymerase Beta | Potency, µM (doses to about 114 µM), inactives show at the top dose activity change, negative = inhibition, most hits filed as inhibitors | P06746 | Pol beta primer extension/strand displacement, fluorescence kinetic | 340,000 tested, 1.3% active; also: % is scaled to controls: 0 for no effect and ±100 for the full control effect
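Enzyme-only controls used 10 nM Pol beta; buffer lacking enzyme served as negative control. Compound preincubated 15 min, then 50 nM substrate added; 0 and 10 min reads at room temperature.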
Apoferritin bind = qHTS Assay for Identification of Novel General Anesthetics; Ferritin light chain (Equus caballus), P02791; apoferritin/1-aminoanthracene competitive binding, fluorescence; Potency, µM (highest dose often 77.5 µM), for inactives: top-dose activity change, negative = displacement, hits mostly inhibitors; 350,000 tested, 0.074% active; AID 485281, 2010; also: % is scaled to controls: 0 for no effect and ±100 for the full control effect; nearly all actives have a fitted effect of over 20% in size
Target sequence (P02791 2-175 limits assumed): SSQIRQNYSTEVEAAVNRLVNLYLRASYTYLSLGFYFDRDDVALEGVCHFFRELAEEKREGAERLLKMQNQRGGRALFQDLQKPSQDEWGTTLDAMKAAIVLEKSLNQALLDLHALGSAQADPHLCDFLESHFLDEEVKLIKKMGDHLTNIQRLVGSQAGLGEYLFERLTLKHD
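Probe: 1-aminoanthracene (50% saturated, PBS). Protein: horse-spleen apoferritin, 10 uM. Incubation: 10 min, room temperature. Detection: 380 nm excitation, 535 nm emission. Analysis: normalized response, four-parameter Hill.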
Pol kappa inh = qHTS for Inhibitors of Polymerase Kappa. DNA polymerase kappa (Homo sapiens), Q9UBT6. purified Pol kappa, fluorescent DNA synthesis assay, 10 min. Potency, µM (highest dose often 107 µM), inactives show top-dose activity, negative = inhibition, hits mostly inhibitors. 400,000 tested, 0.53% active. AID 588579, 2011; also: % is scaled to controls: 0 for no effect and ±100 for the full control effect
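Activity was followed as the change in fluorescence between reads at 0 and 10 min after starting the reaction with 50 nM substrate. Beforehand, 10 nM polymerase had been preincubated with compound for 15 min at room temperature.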
G9a inh = qHTS Assay for Inhibitors of Histone Lysine Methyltransferase G9a; AID 504332, 2011; G9a H3K9 monomethylation, AlphaScreen, 2 h; Histone-lysine N-methyltransferase EHMT2 (Homo sapiens), Q96KQ7; Potency, µM (doses to about 102 µM), inactives show top-dose activity, negative = inhibition, hits mostly inhibitors; 350,000 tested, 8.8% active; also: % is scaled to controls: 0 for no effect and ±100 for the full control effect; nearly all actives have a fitted effect of over 75% in size
Target sequence (Q96KQ7 913-1193 limits assumed): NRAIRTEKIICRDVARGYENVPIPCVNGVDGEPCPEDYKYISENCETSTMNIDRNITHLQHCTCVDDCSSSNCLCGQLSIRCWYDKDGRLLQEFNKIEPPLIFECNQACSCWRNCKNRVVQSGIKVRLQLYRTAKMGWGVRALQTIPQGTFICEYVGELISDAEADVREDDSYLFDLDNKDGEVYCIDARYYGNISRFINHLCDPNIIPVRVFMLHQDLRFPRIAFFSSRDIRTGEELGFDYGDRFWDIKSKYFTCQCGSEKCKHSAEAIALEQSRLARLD
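AlphaScreen read-out: biotin-H3K9 peptide (500 nM) methylation by 20 nM enzyme with 20 uM SAM, 2 h at room temperature after 15 min compound preincubation; anti-monomethyl H3K9 antibody plus donor/acceptor beads, 10 min dark.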
BAZ2B inh = qHTS Assay for Inhibitors of BAZ2B | Potency, µM (top dose mostly 114 µM), inactives show at the highest dose activity change, negative = inhibition, actives largely listed as inhibitors | AlphaScreen BAZ2B-H3K14Ac peptide displacement | Bromodomain adjacent to zinc finger domain protein 2B (Homo sapiens), Q9UIF8 | 360,000 tested, 4.4% active; also: % is scaled to controls: 0 for no effect and ±100 for the full control effect; nearly all actives have a fitted effect of over 60% in size
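Multi-concentration screen (max 110 uM) measuring displacement of acetylated histone H3 peptide from BAZ2B by AlphaScreen, using 50 nM protein, 50 nM peptide and 10 ug/mL streptavidin donor plus Ni-chelate acceptor beads.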
APEX1 inh = qHTS Assay for Inhibitors of the Human Apurinic/apyrimidinic Endonuclease 1 (APE1) | DNA repair nuclease/redox regulator APEX1 (Homo sapiens), P27695 | recombinant APE1, TAMRA/BHQ-2 abasic DNA cleavage fluorescence | Potency, µM (titrated, usually from 65.8 µM), inactives show top-dose activity change, negative = inhibition, most hits filed as inhibitors | 350,000 tested, 0.35% active | AID 2517, 2012;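 also: plate controls were vehicle for no effect and reference inhibitor for full effect; nearly all actives have a fitted effect of over 55% in size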
Target sequence (P27695 whole entry, looked up): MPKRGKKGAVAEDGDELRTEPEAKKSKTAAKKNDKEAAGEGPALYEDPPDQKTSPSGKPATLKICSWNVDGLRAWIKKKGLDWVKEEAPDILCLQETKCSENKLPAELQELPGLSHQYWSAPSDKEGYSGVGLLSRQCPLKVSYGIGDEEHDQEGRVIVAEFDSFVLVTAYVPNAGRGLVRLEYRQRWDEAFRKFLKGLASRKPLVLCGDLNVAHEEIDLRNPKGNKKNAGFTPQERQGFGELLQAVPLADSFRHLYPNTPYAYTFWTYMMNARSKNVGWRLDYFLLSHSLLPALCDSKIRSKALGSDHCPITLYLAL
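Enzyme (0.75 nM final) and test compound are incubated 15 min at room temperature before adding 50 nM quenched THF abasic-site duplex. Cleavage dequenches TAMRA, followed at 525/598 nm over three reads one minute apart.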
Pol eta inh = qHTS for Inhibitors of Polymerase Eta | Potency, µM (titrated, usually from 114 µM), inactives show top-dose activity change, negative = inhibition, most hits filed as inhibitors | recombinant Pol eta, fluorescent DNA replication assay | 390,000 tested, 1.2% active | DNA polymerase eta (Homo sapiens), Q9Y253; also: % is scaled to controls: 0 for no effect and ±100 for the full control effect
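Pol eta (10 nM) was preincubated with compounds for 15 min at room temperature, after which fluorescent replication substrate (50 nM final) was added to start the reaction. Fluorescence was read kinetically at 0 and 10 min.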
BLM helicase inh = qHTS Assay for Inhibitors of Bloom's syndrome helicase (BLM); recombinant BLM DNA unwinding, fluorescence dequenching; RecQ-like DNA helicase BLM (Homo sapiens), P54132; 350,000 tested, 0.2% active; Potency, µM (highest dose often 56.1 µM), for inactives: at the highest dose activity change, negative = inhibition, actives largely listed as inhibitors; AID 2528, 2010;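 also: plate controls were vehicle for no effect and no enzyme for full effect; nearly all actives have a fitted effect of over 35% in size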
* = called active by the depositor; ? = inconclusive; · = not tested or not shown; & = joins results of further samples; [ ] = another dose, or the depositor's remark. Calls follow the shape of the dose curve; as a rule, active = well fitted curve in the direction sought with a large enough effect; inconclusive = small, poorly fitted or top-dose-only effect, or another doubt; inactive = no such curve, though single readings can be large; an effect the other way counts as inactive or inconclusive. Potency is read from the fitted curve at half-maximal effect. Only part of the results is shown. The share of hits here may be higher or lower than overall.

molecule,POLI inh,Pol beta inh,Apoferritin bind,Pol kappa inh,G9a inh,BAZ2B inh,APEX1 inh,Pol eta inh,BLM helicase inh
CCOc1ccccc1CNC(=O)c1cccc(NC(=O)c2nsc3ccccc23)c1,13%,3%,-6%,-11%[60.1 µM],-8%[59 µM],1%,·,-20%,-5%
CCOC(=O)c1[nH]c(C)c(CN(CCc2ccc(OC)c(OC)c2)C(=O)CCCC(=O)O)c1C,13%,25%,-10%,-2%,-5%[2.33 µM],7%,14%,9%,-1%
O=C(NNc1cc(C(F)(F)F)nc2ccccc12)Nc1cccc(Cl)c1,-3%,-2%,-13%,3%,?,-29%,-4%,-21%,0%
O=C(/C=C/c1cccs1)N1CCN(c2ccc(O)cc2)CC1,16%,0%,-20%,4%,7.9µM*,-37%,2%,13%,-4%
O=C(NCCc1ccccc1)C(=O)NCC1OCCN1S(=O)(=O)c1ccc(Br)cc1 (stereo unspecified),12%,1%,-1%,-4%,76%[activator],-8%,30%,-10%,-1%
Fc1ccc(-n2ncc3c(N4CCC(Cc5ccccc5)CC4)ncnc32)cc1,16%,11%,-9%,-5%[60.1 µM],15%[59 µM],12%,·,-23%,-2%
CC(N=C1NS(=O)(=O)c2ccccc21)C(=O)NCc1ccc(F)cc1 (stereo unspecified),97%[activator],·,·,-9%,·,·,21%,-22%,·
O=C(COc1ccc(Cl)cc1Br)NNC(=O)C(=O)N1CCCCC1,21%,-1%,-5%,-1%,6%,7%,-5%,-16%,1%
Cc1ccnc(NC(c2ccccc2O)c2oc(CO)cc(=O)c2O)c1 (stereo unspecified),2%,14%,-22%,-9%,0.89µM*,?,-2%,-1%,2%
O=C1CC(=O)Nc2cc(S(=O)(=O)Nc3cccc(Br)c3)ccc2N1,-13%,25%,9%,-4%[60.1 µM],0%[59 µM],-16%,·,-20%,-7%
CC1CCOC2(O1)C(=O)N(CN1CCN(c3ccccc3F)CC1)c1ccccc12 (stereo unspecified),17%,34%[activator],-12%,-10%,-10%,2%,3%,-6%,0%
O=C1C(Cl)=C(Nc2ccc3cn[nH]c3c2)C(=O)c2ccccc21,?,?,0%,-25%,-152%[59 µM],8.9µM*,-1%,50µM*,-21%
Cc1ccccc1NCc1nc2ccccc2n1CCOc1ccccc1,-8%,0%,78%[activator],-6%,?,-36%,·,-5%,-9%
CCCCC1=CC2=CC(=O)C(C)(OC(=O)CC)C(=O)C2=CN1c1cccc(C#N)c1 (stereo unspecified),?,·,·,-36%,·,·,-2%[12.4 µM],2%,-6%[12.4 µM]
CCOCC(=O)Nc1cc([N+](=O)[O-])ccc1C,18%,13%[57.1 µM],-3%,-9%,-20%,-1%,-1%,-17%,2%
Nc1ccc(S(=O)(=O)c2ccc(N)c(N)c2)cc1,-2%,2%,-11%,-4%,?,6%,4%,0%,-5%
O=C1c2ccccc2C(=O)N1CCOCCN1C(=O)c2ccccc2C1=O,19%,1%,-8%,-1%,15%,-4%,0%,-1%,0%
O=C(NCc1cccs1)c1nc2ncccn2n1,2%,25%,-4%,2%,-2%[59 µM],2%,17%,-8%,-2%
CCc1nnc(NC(=O)C2CCN(C(=O)c3ccccc3C)CC2)s1,-4%,·,·,-9%,?,-4%,-4%,-6%,·
O=C(CCCn1c(=O)[nH]c2ccccc2c1=O)NCCSCc1ccccc1,83%[activator],-2%,-13%,1%,-27%,5%,?,-21%,-3%
CCN1CCN(Cc2ccc(NC(=O)c3cc(NC(=O)c4ccno4)cc(OC)c3)cc2C(F)(F)F)CC1,-10%,3%,-1%,7%,-36%[59 µM],-30%,2%,-2%&-3%,8%
COc1cc(C(=O)Nc2ccc(C(=O)NCC3CCCO3)cc2)cc(OC)c1OC (stereo unspecified),27%,6%,-11%,-10%,-12%,-5%,-12%,-14%,2%
Cc1cc2nc(-c3ccc(OCc4ccccc4Cl)cc3)cc(C(F)(F)F)n2n1,29%,1%,-4%,-12%,16%[59 µM],3%,·,-26%,-1%
Cn1ccc(C(=O)Nc2sc3c(c2C(N)=O)CCCCC3)n1,144%[activator],2%,-17%,0%,22µM*,-16%,7%,-15%,-8%
Cc1ccc2c(c1)Sc1c(ccc3ccccc13)N2,26%,1%,-19%,-12%,?,40µM*,2%,-8%,-10%
CC12CCC(=O)N1C(C(=O)Nc1ccccc1N1CCCCC1)CS2 (stereo unspecified),-2%,·,·,-18%,1%[59 µM],0%,-4%,-10%,·
Cc1ccc(C(NC(=O)N2CCN(C)CC2)C(Cl)Cl)cc1F (stereo unspecified),18%,48%[activator],-6%,0%,?,-16%,17%,-5%,0%
COc1ccc(NC(=O)CN(C)C(=O)Cc2ccc(-c3ccccc3)cc2)cc1,3%,·,·,-17%,?,6%,-3%,-3%,·
CC(C)Oc1ccc(CNS(=O)(=O)c2ccc3c(c2)C(C)(C)C(=O)N3C)cc1,3%,-1%,-6%,-8%,3%[59 µM],3%,·,-7%,0%
O=C(N/N=C/c1ccc(Br)s1)c1cccc([N+](=O)[O-])c1,7%,?,7%,0%,?,-37%,?,-2%,-18%
O=[N+]([O-])c1ccc2ncnc(Nc3ccc4c(c3)OCCO4)c2c1,50%[activator],-1%,-19%,-7%,-38%[12.7 µM],-24%,1%,-3%,-22%
CCN1CCN(C(c2ccc(F)cc2)c2nnnn2Cc2ccc3c(c2)OCO3)CC1 (stereo unspecified),127%[activator],-25%,-3%,-4%,·,-10%,?,2%,-7%
CCC1CCCCN1CCCNC(=O)c1ccc(CS(=O)(=O)c2ccc(Br)cc2)o1 (stereo unspecified),-9%,3%,-10%,-5%,3%,-3%,12%,-20%,5%
CCc1cc(C(=O)N=Nc2c(O)[nH]c3c(Br)cc(Br)cc23)c2ccccc2n1,181%[activator],-1%,-3%,-16%,?,?,2%,-3%,-21%
CC(C)C(=O)N1c2ccccc2NC2=C(C(=O)CCC2)C1c1ccc(N(C)C)cc1 (stereo unspecified),11%,12%,-12%,-2%,?,-2%,-2%,-10%,-7%
Cc1c(NC(=S)Nc2ccccc2)c(=O)n(-c2ccccc2)n1C,2%,18%,5%,2%,0%[59 µM],6%,-7%,-9%,-1%
CC(Oc1ccccc1Cl)C(=O)N1CCOCC1 (stereo unspecified),283%[activator],-14%,0%,0%,13%[59 µM],-18%,6%,-15%,1%
COc1ccccc1CNC(=O)CN1CCC(n2cnc3cc(F)ccc32)CC1,-11%,-5%,3%,-8%,14%,4%,-3%,-1%,2%
CC(=O)NCCCc1nc2ccccc2n1Cc1cc(C)ccc1C,92%[activator],-2%,-7%,-5%,34%[activator][12.7 µM],-30%,2%,-10%,-4%
Cc1nn(C)c(C)c1CNC(=O)Nc1cccc(Cl)c1,163%[activator],25%,-4%,-12%,-2%,-19%,4%,1%,-8%
Fc1ccc(NC(=S)Nc2cccc3cnccc23)cc1,132%[activator],10%,-20%,-9%,35µM*,-36%,-8%,-13%,22µM*
O=C(Nc1ccccc1C(=O)OCC(=O)N1CCc2ccccc2C1)c1ccco1,3%,10%,-12%,-15%,20%[59 µM],-2%,-4%,?,-23%
CC1CCN(C(=O)CSc2nnc(N)s2)CC1,8%,-3%,-19%,-2%,-4%,-23%,14%,-6%,-3%
OCC1OC([S-])[C@H](O)C(O)C1O.[Au+] (stereo partly specified),·,·,-3%,5µM*,?,·,·,·,?
COc1cccc(-c2nnc(-c3ccccc3[N+](=O)[O-])o2)c1,-6%,-1%,4%,1%,6%,-7%,0%,-12%,-4%
Cc1ccsc1CN(C)CC(=O)Nc1ccccc1C(=O)NC1CC1,91%[activator],·,·,-6%,·,·,2%,-10%,·
O=C(CN1CCSC1=NCc1ccccc1)c1ccc(Cl)cc1,12%,2%,?,-15%,?,-28%,8%,-8%,-2%
Cc1nc2c(-c3ccccc3)c(C)nn2c(C)c1CCC(=O)NC(C)CCc1ccco1 (stereo unspecified),?,8%,-9%,-4%,?,3%,-7%,-10%,-1%
O=S(=O)(Nc1cccc(-c2ccc3nncn3n2)c1)c1cc(F)ccc1F,6%,·,·,-15%,-36%,5%,26%,-13%,·
NC(=O)c1cc(-c2csc(NCCc3ccccc3)n2)ccc1O,?,-9%,-9%,-4%,35µM*,56µM*,18%,-4%,-8%

Arranged by the number under POLI inh (highest first): three from the list above
mol,POLI inh,Pol beta inh,Pol kappa inh,G9a inh,BAZ2B inh,APEX1 inh,Pol eta inh,BLM helicase inh
O=C(CN1CCSC1=NCc1ccccc1)c1ccc(Cl)cc1,12%,2%,-15%,?,-28%,8%,-8%,-2%
CC(C)C(=O)N1c2ccccc2NC2=C(C(=O)CCC2)C1c1ccc(N(C)C)cc1 (stereo unspecified),11%,12%,-2%,?,-2%,-2%,-10%,-7%
CCN1CCN(Cc2ccc(NC(=O)c3cc(NC(=O)c4ccno4)cc(OC)c3)cc2C(F)(F)F)CC1,-10%,3%,7%,-36%[59 µM],-30%,2%,-2%&-3%,8%
